Source: PubChem BioAssay
hgDAF-12 ag: agonists of H. glycines DAF-12 nuclear receptor; HEK293 GAL4-hgDAF12 UAS-luciferase reporter, agonist luminescence; normalized to butyrate control; activation, % at 6.8 µM; hit rate 1.8% among 370,000; AID 687014;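 active means activation above a cutoff set at the mean of all screened compounds plus 3 SD, cut at about 10% in these data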;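 further: 0% = DMSO wells and 100% = sodium butyrate wells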
DAX1 inh-1: inhibitors of DAX1 repression of SF-1 activated StAR promoter; AID 652010; HEK293T StAR-luciferase reporter, SF-1/DAX-1 repression relief; hit rate 1.1% among 370,000; inhibition, % at 6.8 µM;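 active means inhibition above the mean over all tested compounds plus 3 SD, cut at about 3.6% in these data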;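 further: 0% = DAX-1 cells with DMSO and 100% = cells lacking DAX-1 with DMSO; higher inhibition means more luminescence from relief of DAX-1 repression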
HGIII-sPLA2 inh: Blocks human group III sPLA2 activity; hit rate 0.56% among 370,000; AID 743126; Q9NZ20; inhibition, % at 12.2 µM; QFRET BODIPY PC-A2 liposome hydrolysis, fluorescence;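 active means inhibition above mean plus 3 SD of compounds lying within the high and low control bounds, cut at about 19% in these data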;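 further: 0% = median of test compound wells and 100% = no enzyme DMSO wells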
GAA850 FXN act: frataxin GAA850 promoter activation | hit rate 0.56% among 360,000 | AID 540364 | HEK293 lucGAA850 FXN promoter luciferase reporter, 24 h; percent of 10 µM SAHA response | activation, % at 6 µM;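 active means activation above the average of all compounds screened plus 3 SD, cutoff fixed separately per campaign, cut at about 7.5% in these data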;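 further: 0% = DMSO wells and 100% = 10 µM SAHA wells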
hcDAF12 agonist: H. contortus DAF-12 activation, primary screen; HEK293 hcDAF-12 lit1-tk-luc reporter, luminescence; 0% DMSO, 100% Δ7-dafachronic acid; activation, % at 6.8 µM; hit rate 1.4% among 370,000; AID 652067;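 active means activation above the mean of all tested compounds plus 3 SD, cut at about 5.5% in these data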;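 further: 100% = response to 3 µM Δ7-dafachronic acid high control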
DAX1 inh-2: NR0B1 (DAX1) inhibition; P51843; HEK293 Gal4-DAX1 luciferase reporter, luminescence; inhibition, % at 6.75 µM; hit rate 0.99% among 340,000; AID 504766;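 active means inhibition above the mean over all tested compounds plus 3 SD, cut at about 4.2% in these data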;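 further: 0% = DAX1-transfected cells with DMSO and 100% = empty-vector control cells with DMSO; inhibition shows as a rise in luminescence from relieved DAX1 repression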
GC-B act: GC-B (human) receptor activation; hit rate 0.11% among 370,000; activation, % at 10 µM; P20594; HEK293-GC-B cells, CNP EC30, cGMP TR-FRET; 0% at EC30 CNP, 100% saturating CNP;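 active means activation at 10 µM reaching about 35% in either raw or pattern-adjusted values, limit read from the data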
Target sequence (P20594 whole entry, looked up): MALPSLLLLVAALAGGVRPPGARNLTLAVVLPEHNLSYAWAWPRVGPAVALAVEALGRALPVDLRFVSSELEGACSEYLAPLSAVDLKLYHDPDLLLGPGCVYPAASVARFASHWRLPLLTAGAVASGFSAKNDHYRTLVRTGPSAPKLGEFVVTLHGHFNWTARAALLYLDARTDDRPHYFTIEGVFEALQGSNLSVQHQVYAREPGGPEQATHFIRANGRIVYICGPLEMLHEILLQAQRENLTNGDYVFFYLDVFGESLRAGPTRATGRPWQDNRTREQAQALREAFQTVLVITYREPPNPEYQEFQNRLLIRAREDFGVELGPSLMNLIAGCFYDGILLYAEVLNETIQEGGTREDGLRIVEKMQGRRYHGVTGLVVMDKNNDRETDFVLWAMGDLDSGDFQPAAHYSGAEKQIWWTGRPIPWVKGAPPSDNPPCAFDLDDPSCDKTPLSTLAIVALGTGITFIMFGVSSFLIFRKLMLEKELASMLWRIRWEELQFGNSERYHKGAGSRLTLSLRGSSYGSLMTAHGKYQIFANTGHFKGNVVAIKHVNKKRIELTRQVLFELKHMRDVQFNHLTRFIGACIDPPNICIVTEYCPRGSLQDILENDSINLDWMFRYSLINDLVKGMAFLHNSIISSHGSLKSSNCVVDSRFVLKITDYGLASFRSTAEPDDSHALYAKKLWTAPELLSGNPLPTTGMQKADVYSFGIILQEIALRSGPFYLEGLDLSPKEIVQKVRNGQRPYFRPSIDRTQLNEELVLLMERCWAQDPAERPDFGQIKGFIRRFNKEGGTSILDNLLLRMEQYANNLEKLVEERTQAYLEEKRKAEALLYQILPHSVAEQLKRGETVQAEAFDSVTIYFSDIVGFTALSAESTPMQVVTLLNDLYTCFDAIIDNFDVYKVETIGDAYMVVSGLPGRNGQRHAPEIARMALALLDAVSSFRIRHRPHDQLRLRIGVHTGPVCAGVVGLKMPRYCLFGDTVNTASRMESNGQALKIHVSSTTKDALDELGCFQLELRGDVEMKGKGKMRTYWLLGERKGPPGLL
ssDAF12 agonist: activates DAF-12 receptor from parasite S. stercoralis | HEK293 ssDAF-12/GRIP1 lit1-tk-luc reporter, luminescence; % of 3 µM dafachronic acid response | activation, % at 6.8 µM | hit rate 1% among 370,000;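 active means activation above the mean over all tested compounds plus 3 SD, cut at about 0.9% in these data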;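 further: 0% = DMSO-only wells and 100% = 3 µM delta7-dafachronic acid wells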
GC-A act: GC-A (human) enzyme activation. HEK293 GC-A cells, cGMP TR-FRET, EC30 ANP; 0% at EC30 ANP, 100% saturating ANP. activation, % at 10 µM. hit rate 0.14% among 370,000. AID 1671463; in the data active means activation above about 40%
SMARCA2 act: increases SMARCA2 function in MMTV reporter cells; MG213 cells, MMTV-luciferase reporter, dexamethasone, overnight; activation, % at 9.1 µM; hit rate 1% among 370,000; AID 652017; in the data active means activation above about 7.8%;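 further: 0% = vehicle wells and 100% = reference activator wells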
proKLK7 act: activates the human kallikrein-7 zymogen | activation, % at 7 µM | P49862 | purified proKLK7, EDANS-DABCYL substrate fluorescence; 100% is mature enzyme control, 0% vehicle | AID 652039 | hit rate 0.9% among 370,000;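 active means activation above the mean of all tested compounds plus 3 SD, computed per campaign excluding outliers beyond control limits, cut at about 13% in these data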
Starred values were filed as active, the others as inactive; . = no result given.

SMILES	hgDAF-12 ag	DAX1 inh-1	HGIII-sPLA2 inh	GAA850 FXN act	hcDAF12 agonist	DAX1 inh-2	GC-B act	ssDAF12 agonist	GC-A act	SMARCA2 act	proKLK7 act
COc1cc(-c2coc3c(C(=O)NCc4ccc(OC)c(OC)c4)cccc23)ccc1O	-13	-5.4	-14	-7.9	-5.4	.	3	-2.7	1	-6	0.5
O=C(CN1c2ccccc2Sc2ccccc21)N/N=C/c1ccc(Cl)cc1	-0.3	0.2	-3	1.4	-0.4	.	0	-1.5	-1	-3	0.0
CC(C)CC1NC(=O)N(Cc2nc3ccccc3s2)C1=O (stereo not given)	-1.4	0.7	-2	2.8	2.1	0.3	-1	0.6	-1	-4	0.3
COc1ccc(/C(C)=N/OCC(=O)N=Nc2c(O)[nH]c3ccc(Br)cc23)cc1	-2.6	-0.2	-5	3.4	2.7	-0.1	-2	-1.5	2	8	0.9
O=C(c1ccc(Cl)cc1)C1CCN(c2ncnc3sccc23)CC1	-5.5	.	-1	.	-6.2	.	-6	-2.6	-2	.	.
COc1cc2[nH]c(-c3cccc(F)c3)cc(=O)c2cc1OC	-0.7	1.0	10	-0.8	-0.9	-0.2	1	-1.1	-2	0	6.1
COc1ccc(OC)c(S(=O)(=O)N2CCC(C(=O)Nc3cccc(C)c3C)CC2)c1	-0.1	-0.5	0	2.4	-1.1	-1.4	4	-1.2	-1	8.4*	0.6
S=C(NCC1CCCO1)Nc1ccc(Cl)cc1Cl (stereo not given)	4.7	0.9	25*	4.5	2.6	0.4	-1	-0.7	2	1	-0.5
CCNC(=O)CC1C(=O)N(c2cccc(OC)c2)C(=O)N1CCOC (stereo not given)	-1.6	-0.4	-9	-0.1	-0.2	-0.3	3	-1.2	3	1	0.4
CCN(CC)S(=O)(=O)c1cccc(N=Nc2c(O)c3ccccc3oc2=O)c1	3.2	1.3	2	1.9	-0.7	0.3	0	-1.2	-2	-1	0.8

Single values from the entries so far:
`S=C(NCC1CCCO1)Nc1ccc(Cl)cc1Cl` (stereo not given) @ DAX1 inh-1 = 0.9
`CC(C)CC1NC(=O)N(Cc2nc3ccccc3s2)C1=O` (stereo not given) @ DAX1 inh-2 = 0.3

Next section.
SMILES	hgDAF-12 ag	DAX1 inh-1	HGIII-sPLA2 inh	GAA850 FXN act	hcDAF12 agonist	DAX1 inh-2	GC-B act	ssDAF12 agonist	GC-A act	SMARCA2 act	proKLK7 act
O=C(CCc1ccc(S(=O)(=O)NCCc2ccccc2)cc1)Nc1ccc2c(c1)OCO2	0.0	-0.6	-43	-0.9	-1.5	0.2	-3	-2.5	-2	-1	0.8
N#Cc1nc(-c2ccccc2)oc1N1CCN(C(=O)c2ccco2)CC1	-2.7	1.2	9	0.4	-0.7	0.1	-1	-0.1	0	-1	-0.6
COc1ccc(CNC(=O)C(C)Sc2nc3ccccc3c(=O)n2CCCN2CCOCC2)cc1 (stereo not given)	0.4	0.0	3	-0.9	-1.5	-0.9	4	-1.5	-3	11*	-0.7
O=C(Cc1ccccc1[N+](=O)[O-])OCN1C(=O)c2ccccc2C1=O	1.7	-0.8	9	0.9	0.1	3.0	-1	-1.2	3	-2	-0.5
Cc1csc(SCC(=O)Nc2ccc(Cl)cn2)n1	2.6	-0.5	1	1.5	1.2	-1.4	-1	-0.3	-2	-2	0.2
O=C(CN1C(=O)C2CCCCN2C(=O)c2ccccc21)N1CCCC1 (stereo not given)	-1.4	-1.0	13	.	-1.0	.	11	-1.1	1	-6	-0.3
O=c1c2c(ncn2C2CCCC2)n(Cc2ccccc2)c(=O)n1CCOc1ccc(Br)cc1	-1.0	0.2	7	-0.9	1.3	1.4	3	-0.6	1	0	0.0
Cc1cc(C)cc(N2C(=O)CN(Cc3sccc3C)C2=S)c1	3.5	-0.1	-255	1.3	-0.8	2.3	1	-0.1	-1	-4	0.5
COc1ccc(C(=O)OC/C(O)=C(\C#N)c2nc3ccccc3[nH]2)cc1S(=O)(=O)N1CCOCC1	-0.5	-0.8	-4	0.4	-0.9	0.7	-3	-1.2	-8	0	-0.3
CCC(C)/C(C)=N/NC(=O)CNS(=O)(=O)c1ccc([N+](=O)[O-])cc1 (stereo not given)	-0.6	-0.1	-7	1.6	-1.5	-0.5	0	-1.9	1	-3	-0.3
CCCC1C2C(=O)N(c3cccc(C)c3)C(=O)C2ON1c1ccccc1 (stereo not given)	0.6	-0.3	4	0.4	0.7	-0.2	0	-0.3	1	-1	0.1
COC(=O)C1=C(CSc2nccn2C)NC(=O)NC1c1cc(C)ccc1C (stereo not given)	-0.6	-0.6	6	0.6	0.3	0.5	-4	-1.7	-3	5	-0.5
CSc1nccn1CC(=O)Nc1ccc(F)cc1	1.5	-0.2	1	-0.6	0.7	2.4	2	-0.2	1	1	0.6
CC(O)C(=O)N/N=C/c1ccccc1C(=O)O (stereo not given)	-0.4	-0.1	5	-0.1	-0.9	2.1	3	-0.9	-7	-3	-0.2
COc1ccc(C2C(C(=O)Nc3cc(OC)ccc3OC)CCC(=O)N2c2ccc(OC)cc2)cc1 (stereo not given)	1.3	-0.2	-7	.	-2.7	.	0	-1.3	-3	3	0.4
O=C(Nc1ccc(Cl)cc1)ON=C1CCCC1	-0.3	-0.1	-2	1.8	0.3	0.8	0	-0.7	4	3	-0.4
COc1cc(OC)cc(C(=O)N2CCN(Cc3ccccc3Br)CC2)c1	-1.8	0.2	-4	-0.7	0.0	0.5	-4	-1.4	-4	-3	0.1
COc1ccc(/C=C(/NC(=O)c2ccccc2Cl)C(=O)NCCCC(=O)O)cc1	-2.1	-0.1	1	2.1	0.2	2.1	2	-1.1	0	0	-0.5
CCOC(=O)c1cc(-c2ccccc2)sc1NC(=O)C(C)Sc1nnc(N)s1 (stereo not given)	-2.3	-1.0	-14	0.0	-2.0	-2.2	-8	-1.6	-3	-4	-0.3
CC(C)NS(=O)(=O)c1ccc(NC(=O)C(C)OC(=O)CCC2CCCCC2)cc1 (stereo not given)	1.6	-1.3	-33	0.4	-2.2	-0.8	2	-1.1	2	-2	0.7
Cc1ccc(Nc2nc(N)nc(CSC(=S)N3CCN(c4ccccc4)CC3)n2)cc1	0.5	0.2	9	2.9	1.2	0.7	1	-1.3	-6	-3	0.2
C[C@H](CO)N1C[C@H](C)[C@@H](CN(C)C(=O)NC2CCCCC2)Oc2ccc(NC(=O)Cn3cnnn3)cc2C1=O	-0.8	-0.4	2	0.4	0.9	0.1	-2	-1.2	-2	2	0.7
COc1ccc2cc(S(=O)(=O)N3CCCC3)ccc2c1	0.8	-0.2	-3	0.5	-2.5	-1.5	2	-1.0	2	-1	-0.4
NS(=O)(=O)c1ccc(CCNC(=O)c2ccc(NS(=O)(=O)c3ccc4[nH]c(=O)[nH]c4c3)cc2)cc1	0.1	0.5	-1	0.7	0.2	0.5	-3	-1.2	1	0	0.3
CCCCC(=O)NCCc1cc2c(OC)ccc(OC)c2[nH]c1=O	-1.3	0.1	1	0.5	-2.8	0.1	-1	-1.7	-3	1	0.5
C[C@@H]1C[C@H]2[C@@H](C)C(=O)N3[C@H](c4ccccc4)[C@H](C)C[C@H]3[C@@H](C)C(=O)N2[C@@H]1c1ccccc1	0.8	-0.4	7	.	-0.6	.	5	-0.9	3	-1	0.9
Cc1ccc(C(=O)NCCOc2ccc(Cl)cc2)cc1	4.5	0.4	-7	3.2	0.6	-0.8	2	-0.4	6	2	-0.2
COCCNc1nc(-c2cc3ccccc3o2)cs1	16*	6.7*	11	4.7	8.7*	1.1	-6	0.2	10	2	0.0
COc1cc(NC(=S)Nc2ccccn2)cc(OC)c1	1.4	-0.3	4	3.9	3.4	1.5	4	0.5	-2	0	0.2
NS(=O)(=O)c1cc2c(cc1Cl)NC(CC1CCCC1)NS2(=O)=O (stereo not given)	2.1	-0.1	-5	0.5	0.6	1.4	-4	-1.0	-10	1	-0.4
CCC(=O)N1CCCC1(C)C(=O)Nc1cccc(Oc2ccccc2)c1 (stereo not given)	-2.2	-0.2	7	0.6	-1.1	.	6	-0.6	0	-3	0.0
O=C(Cn1nc(Cl)nc1Cl)c1ccccc1	0.3	-0.5	0	1.6	-2.7	-1.3	6	-0.6	1	-3	-0.7
CCOc1ccc(S(=O)(=O)N2CCN(c3ccc(C)cc3C)CC2)cc1	0.7	1.0	-7	1.3	-1.4	1.3	5	-1.2	4	-2	0.4
Fc1ccccc1Cn1c2[n+](c3ccc(C(F)(F)F)cc31)CCCCC2	-0.3	-0.9	2	2.0	-1.0	-0.2	9	-1.4	5	-1	-0.4
COc1ccc(NC(=O)c2cc(-c3ccc(C)cc3O)n[nH]2)c(OC)c1	-1.0	-0.2	-38	-1.4	-3.6	0.3	1	-1.6	-3	-2	-0.7
CN(C)c1ccc(N=Nc2ccccc2C(=O)OCC(=O)N2CCCCCC2)cc1	4.8	0.6	3	4.7	0.5	-0.5	-3	-1.6	-4	1	0.9
Cn1cc(S(=O)(=O)NC(c2ccccc2)c2ccccc2)c(=O)n(C)c1=O	-1.5	0.1	14	-1.4	-0.7	-0.4	-6	-1.5	0	-4	0.3
CC(NS(=O)(=O)c1cc2c3c(c1)CCC(=O)N3CCC2)c1ccccc1 (stereo not given)	3.0	-1.6	-2	-1.1	-1.1	-1.4	-5	-0.9	6	-1	0.1
CC(C)=CCc1c(O)ccc(C(=O)Cc2ccccc2)c1O	1.5	-0.1	-34	-0.9	0.2	-0.4	0	-0.8	3	-1	-0.5
Cc1ccc2nsnc2c1NC(=O)c1cccnc1Cl	-1.4	1.1	9	1.4	-1.9	1.6	3	10*	2	1	1.7
CC1(C)OC(=O)C(=CNCC(=O)NCC(=O)O)C(=O)O1	-0.9	-0.2	-4	1.0	-1.6	0.0	1	-1.5	0	-2	0.2
COc1ccc(NC(=O)Cn2nnc(-c3ccccc3NC(=O)c3cccs3)n2)cc1	-1.8	0.3	5	-8.6	-0.5	1.8	-2	-1.1	-5	-1	0.2
CC1(C)CC(=O)C=C(c2ccc(COC(=O)c3cc(F)cc(F)c3)cc2)C1=O	2.5	0.3	-6	1.2	0.0	-0.9	-3	-0.8	2	-6	0.5

Given with values under each structure: entries from further up.
Results follow in this order: hgDAF-12 ag	DAX1 inh-1	HGIII-sPLA2 inh	GAA850 FXN act	hcDAF12 agonist	DAX1 inh-2	GC-B act	ssDAF12 agonist	GC-A act	SMARCA2 act	proKLK7 act
S=C(NCC1CCCO1)Nc1ccc(Cl)cc1Cl (stereo not given)
    4.7	0.9	25*	4.5	2.6	0.4	-1	-0.7	2	1	-0.5
CCNC(=O)CC1C(=O)N(c2cccc(OC)c2)C(=O)N1CCOC (stereo not given)
    -1.6	-0.4	-9	-0.1	-0.2	-0.3	3	-1.2	3	1	0.4
CCN(CC)S(=O)(=O)c1cccc(N=Nc2c(O)c3ccccc3oc2=O)c1
    3.2	1.3	2	1.9	-0.7	0.3	0	-1.2	-2	-1	0.8
